Bioassay records deposited in PubChem BioAssay by Sanford-Burnham Center for Chemical Genomics.
CHOP UPR activ = apoptotic UPR (CHOP) activation | CHO-CHOP luciferase reporter, luminescence; percent of tunicamycin response over DMSO baseline | activation, % at 10 µM | 0.34% of 330,000 active;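 active = at 10 µM dose, activation of 40% or more, normalized to positive control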;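 note: 100% = tunicamycin at 10 µg/mL and 0% = DMSO alone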
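Assay system: CHO cells with stable CHOP pathway luciferase reporter; Buffer or medium: F12 plus 10% serum; Times: 16-18 h cell attachment, then 6 h compound exposure, 37 °C; Signal: luciferase luminescence; Read-out basis: percent activation relative to tunicamycin control; Control set: tunicamycin high control, DMSO low control.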
UPR XBP1 act = activators of adaptive arm of unfolded protein response (XBP1) | CHO-XBP1 luciferase reporter, IRE1-XBP1 UPR activation, luminescence; percent of tunicamycin response, DMSO as zero | activation, % at 20 µM | 0.33% of 330,000 active | AID 463104;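 active = versus positive control, 20 µM dose yields 30% or more activation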;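 note: 100% = tunicamycin at 10 µg/mL and 0% = DMSO only wells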
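Material: CHO-XBP1 cells stably carrying IRE1-XBP1-driven luciferase reporter | Medium: F12 with 10% serum | Compound dosing: 20 µM single concentration, DMSO 1% | Incubation: Overnight seeding at 37 °C, 6 h compound treatment at 37 °C | Detection: Steady-Glo luminescence read | Read-out basis: % activation of reporter signal versus tunicamycin and DMSO controls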
tim10-1 inh = growth inhibitors of tim10-1 mutant yeast; AID 463190; 2.2% of 330,000 active; S. cerevisiae tim10-1 ts strain growth, BacTiter-Glo, 24 h; inhibition, % at 20 µM;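 active = inhibition of at least 40%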;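 note: mutant grown at 25 °C; 0% = DMSO wells with yeast and 100% = wells holding no yeast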
TIM10 inh = growth inhibitors of TIM10 yeast strain; S. cerevisiae TIM10 strain growth, BacTiter-Glo luminescence, 24 h; AID 463195; 1.4% of 330,000 active; inhibition, % at 10 µM;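 active = inhibition of 40% or more at the single tested concentration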;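 note: wild-type TIM10 isogenic control strain grown at permissive 25 °C; 0% = DMSO yeast wells and 100% = minimal medium wells without yeast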
APJ antag = blocks the human apelin receptor APJ | CHO-K1 APJ beta-arrestin complementation, luminescence | inhibition, % at 20 µM | P35414 | 0.32% of 330,000 active | AID 2521;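 active = inhibition above about 40% at 20 µM, limit read from the data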;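 note: cells challenged with 10 nM apelin-13 agonist together with compound; plate controls were apelin-13 plus DMSO wells for no effect and DMSO wells lacking apelin-13 for full effect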
APJ ag = agonists of human APJ apelin receptor | P35414 | CHO-K1 APJ PathHunter beta-arrestin, luminescence; 0% DMSO wells, 100% apelin | activation, % at 20 µM | 0.11% of 330,000 active | AID 2520;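 active = activation more than six SD over the plate average, tested at 20 µM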;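 note: 0% = DMSO alone and 100% = apelin-13 at 10 nM; some results filed as inactive read as strong as hits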
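Test system: CHO-K1 APJ beta-arrestin complementation cell line. Amount: cell density 1000 per well. Controls: DMSO negative, 10 nM Apelin-13 positive. Signal: luminescent beta-gal fragment complementation, chemiluminescent substrate. Read-out basis: agonist-driven arrestin binding to APJ. Timing: compound stimulation 90 min at 25 °C, detection 60 min.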
tim23-1 inh = tim23-1 yeast growth inhibition; S. cerevisiae tim23-1 growth, BacTiter-Glo luminescence, 24 h; inhibition, % at 20 µM; 1.3% of 330,000 active;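 active = growth inhibition of the mutant yeast at or above 50%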;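 note: temperature-sensitive mutant grown at 25 °C; plate controls were DMSO-treated mutant yeast for no effect and medium wells lacking yeast for full effect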
CXCR6 inh = inhibitors of human CXCR6 receptor; 0.36% of 360,000 active; AID 602244; CHO-K1 PathHunter CXCR6 beta-arrestin, luminescence; O00574; inhibition, % at 20 µM; in the data active = inhibition above about 34%, passing the limit was not always enough;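 note: antagonist mode with CXCL16 agonist at 10 nM final; 0% = 10 nM CXCL16 with DMSO and 100% = unstimulated wells without agonist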
Mdm2-MdmX inh = human Mdm2/MdmX binding inhibition; O15151+Q00987; SaOS-2 split-luciferase Mdm2/MdmX complementation, luminescence; 3% of 330,000 active; inhibition, % at 8 µM;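 active = inhibition of at least 50% at 8 µM in the primary screen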
Target sequence (O15151 whole entry, looked up): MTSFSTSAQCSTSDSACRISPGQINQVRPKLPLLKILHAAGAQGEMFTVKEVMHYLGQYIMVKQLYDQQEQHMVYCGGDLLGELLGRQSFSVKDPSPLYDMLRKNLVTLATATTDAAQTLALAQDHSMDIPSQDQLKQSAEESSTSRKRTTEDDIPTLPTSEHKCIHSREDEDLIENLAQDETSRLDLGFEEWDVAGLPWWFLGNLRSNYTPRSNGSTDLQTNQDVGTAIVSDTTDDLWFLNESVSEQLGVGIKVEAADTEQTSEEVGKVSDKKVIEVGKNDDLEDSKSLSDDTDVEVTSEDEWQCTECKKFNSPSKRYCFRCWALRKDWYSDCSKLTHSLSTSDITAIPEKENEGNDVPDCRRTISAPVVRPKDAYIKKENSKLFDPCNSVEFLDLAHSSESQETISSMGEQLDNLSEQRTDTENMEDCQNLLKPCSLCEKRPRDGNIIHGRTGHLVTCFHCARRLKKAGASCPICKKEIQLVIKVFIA
Target sequence (Q00987 whole entry, looked up): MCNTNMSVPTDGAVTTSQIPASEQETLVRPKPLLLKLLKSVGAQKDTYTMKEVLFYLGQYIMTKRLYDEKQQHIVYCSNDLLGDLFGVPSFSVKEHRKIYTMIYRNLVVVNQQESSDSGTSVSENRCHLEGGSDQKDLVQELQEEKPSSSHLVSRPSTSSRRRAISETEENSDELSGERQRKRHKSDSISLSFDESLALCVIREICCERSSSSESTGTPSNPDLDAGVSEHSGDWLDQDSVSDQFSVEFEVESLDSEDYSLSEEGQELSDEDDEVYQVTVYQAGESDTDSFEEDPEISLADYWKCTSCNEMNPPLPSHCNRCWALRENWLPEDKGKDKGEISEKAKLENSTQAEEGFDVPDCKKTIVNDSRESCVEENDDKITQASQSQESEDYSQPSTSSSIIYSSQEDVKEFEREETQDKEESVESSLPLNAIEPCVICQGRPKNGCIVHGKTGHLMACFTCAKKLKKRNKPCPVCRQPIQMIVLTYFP
* = called active by the depositor. Only part of the results is shown, so the mix of outcomes need not match the whole.

What do the screens show for `COc1ccccc1NC(=O)c1nnn(CC(=O)Nc2cc(C)cc(C)c2)c1N`?
CHOP UPR activ: -1.9; UPR XBP1 act: 0; tim10-1 inh: 22; TIM10 inh: 8; APJ antag: -8; APJ ag: -3; tim23-1 inh: 7; CXCR6 inh: 4; Mdm2-MdmX inh: 26

Results for Cc1nc2cc(Cl)c(Cl)cc2n1-c1ccccn1 ?
CHOP UPR activ: 0.9; UPR XBP1 act: -2; tim10-1 inh: 16; TIM10 inh: 2; APJ antag: 5; APJ ag: -5; tim23-1 inh: 3; CXCR6 inh: -8; Mdm2-MdmX inh: 4

Results for COc1ccc(N2C(=O)C(Cl)=C(Nc3c(C)n(C)n(-c4ccccc4)c3=O)C2=O)cc1 ?
CHOP UPR activ: 0.7; UPR XBP1 act: -3; tim10-1 inh: -7; TIM10 inh: 15; APJ antag: 14; APJ ag: -1; tim23-1 inh: -3; CXCR6 inh: -3; Mdm2-MdmX inh: 30

What do the screens show for `O=C(CSc1c[nH]c2ccccc12)N1CCCc2ccccc21`?
CHOP UPR activ: -0.7; UPR XBP1 act: -1; tim10-1 inh: 25; TIM10 inh: 7; APJ antag: 5; APJ ag: -2; tim23-1 inh: 31; CXCR6 inh: 2; Mdm2-MdmX inh: 31

Results for COc1ccccc1C(=O)NCCC(=O)Nc1cccc(C)n1 ?
CHOP UPR activ: 2.9; UPR XBP1 act: 3; tim10-1 inh: -5; TIM10 inh: -1; APJ antag: 8; APJ ag: -5; tim23-1 inh: 4; CXCR6 inh: -6; Mdm2-MdmX inh: 15

What do the screens show for `Nc1nc(-c2ccco2)nn1C(=O)c1cccnc1`?
CHOP UPR activ: 0.8; UPR XBP1 act: -1; tim10-1 inh: 4; TIM10 inh: -1; APJ antag: 3; APJ ag: -1; tim23-1 inh: -10; CXCR6 inh: 2; Mdm2-MdmX inh: 24

Results for Cc1ccc(C(=O)N/C(=C\c2ccc(-c3ccc([N+](=O)[O-])cc3)o2)C(=O)NC2CCS(=O)(=O)C2)cc1 (configuration not stated) ?
CHOP UPR activ: 0.3; UPR XBP1 act: -4; tim10-1 inh: 10; TIM10 inh: 20; APJ antag: 4; APJ ag: 3; tim23-1 inh: -1; CXCR6 inh: 3; Mdm2-MdmX inh: 4

What do the screens show for `C=CCSc1ncc(-c2ccccc2)cn1`?
CHOP UPR activ: 5.8; UPR XBP1 act: 0; tim10-1 inh: 10; TIM10 inh: -3; APJ antag: -5; APJ ag: -4; tim23-1 inh: 6; CXCR6 inh: 7; Mdm2-MdmX inh: -16

Results for S=C(Nc1ccccc1Cl)NC1CCN(Cc2ccccc2)CC1 ?
CHOP UPR activ: -1.9; UPR XBP1 act: 2; tim10-1 inh: -19; TIM10 inh: -7; APJ antag: -2; APJ ag: -2; tim23-1 inh: -10; CXCR6 inh: 12; Mdm2-MdmX inh: 12

How did Clc1ccccc1CSc1nc2ccncc2[nH]1 do in these assays?
CHOP UPR activ: 5.2; UPR XBP1 act: -2; tim10-1 inh: -51; TIM10 inh: -8; APJ antag: 21; APJ ag: 0; tim23-1 inh: 31; CXCR6 inh: 1; Mdm2-MdmX inh: -11

What do the screens show for `Cn1cnc2c1c(=O)n(Cc1ccccc1C#N)c(=O)n2C`?
CHOP UPR activ: -0.3; UPR XBP1 act: 1; tim10-1 inh: 10; TIM10 inh: -9; APJ antag: 2; APJ ag: -5; tim23-1 inh: -6; CXCR6 inh: 4; Mdm2-MdmX inh: 19

What do the screens show for `Cc1nc2sccn2c(=O)c1S(=O)(=O)NCCc1ccc(Cl)cc1`?
CHOP UPR activ: -1.0; UPR XBP1 act: -3; tim10-1 inh: -10; TIM10 inh: -2; APJ antag: -6; APJ ag: -1; tim23-1 inh: -14; CXCR6 inh: -1; Mdm2-MdmX inh: 27

How did COc1ccc(-c2cc(-c3c(O)c(OC)c4occc4c3OC)[nH]n2)cc1 do in these assays?
CHOP UPR activ: 2.7; UPR XBP1 act: 2; tim10-1 inh: 26; TIM10 inh: 20; APJ antag: -6; APJ ag: -1; tim23-1 inh: 27; CXCR6 inh: -4; Mdm2-MdmX inh: 37

What do the screens show for `CCCn1c(CN2CCN(C(=O)OCC)CC2)nc2cc(NC(=O)C(C)C)ccc21`?
CHOP UPR activ: 50*; UPR XBP1 act: -4; tim10-1 inh: 14; TIM10 inh: 6; APJ antag: -11; APJ ag: 3; tim23-1 inh: 17; CXCR6 inh: -14; Mdm2-MdmX inh: 41

How did COc1ccccc1N1CCN(C(=O)C(=O)N/N=C/c2ccccc2F)CC1 do in these assays?
CHOP UPR activ: 1.7; UPR XBP1 act: 1; tim10-1 inh: 17; TIM10 inh: -8; APJ antag: -10; APJ ag: 0; tim23-1 inh: 11; CXCR6 inh: -2; Mdm2-MdmX inh: 1

Results for O=C(N/N=C/c1ccc(O)cc1O)c1ccc(NC(=O)C2CCCCC2)cc1 ?
CHOP UPR activ: -1.2; UPR XBP1 act: -4; tim10-1 inh: 20; TIM10 inh: -79; APJ antag: -18; APJ ag: -1; tim23-1 inh: 3; CXCR6 inh: -20; Mdm2-MdmX inh: 68*

How did CC(=O)Oc1ccc(C(=O)Nc2ccccc2C(=O)Nc2ccc(C(=O)O)cc2)cc1 do in these assays?
CHOP UPR activ: 0.5; UPR XBP1 act: 0; tim10-1 inh: -9; TIM10 inh: 2; APJ antag: 7; APJ ag: -2; tim23-1 inh: -11; CXCR6 inh: 1; Mdm2-MdmX inh: 8

What do the screens show for `CCOC(=O)Cc1csc(SCC(=O)Nc2sc3c(c2C(N)=O)CCC3)n1`?
CHOP UPR activ: 0.3; UPR XBP1 act: 2; tim10-1 inh: 16; TIM10 inh: 5; APJ antag: 12; APJ ag: -2; tim23-1 inh: 1; CXCR6 inh: -2; Mdm2-MdmX inh: -3

How did CCOC(=O)CNC(=O)COc1ccc(Cl)cc1Br do in these assays?
CHOP UPR activ: 0.3; UPR XBP1 act: 0; tim10-1 inh: 17; TIM10 inh: 13; APJ antag: -9; APJ ag: 1; tim23-1 inh: 17; CXCR6 inh: -20; Mdm2-MdmX inh: 10

How did CN(C(=O)c1cccc(C(F)(F)F)c1)C1CCCc2ccccc21 (configuration not stated) do in these assays?
CHOP UPR activ: 0.9; UPR XBP1 act: 4; tim10-1 inh: 1; TIM10 inh: -10; APJ antag: 17; APJ ag: 0; tim23-1 inh: 6; CXCR6 inh: 7; Mdm2-MdmX inh: 6

Results for CCn1cc(C(=O)NC(C)C2CC3CCC2C3)cn1 (configuration not stated) ?
CHOP UPR activ: -0.9; UPR XBP1 act: 0; tim10-1 inh: 7; TIM10 inh: -11; APJ antag: 8; APJ ag: 3; tim23-1 inh: 17; CXCR6 inh: 1; Mdm2-MdmX inh: 18

How did N/C(=N\OS(=O)(=O)c1cccc([N+](=O)[O-])c1)c1ccncc1 do in these assays?
CHOP UPR activ: 1.9; UPR XBP1 act: 1; tim10-1 inh: 13; TIM10 inh: 6; APJ antag: -65; APJ ag: 5; tim23-1 inh: 1; CXCR6 inh: -13; Mdm2-MdmX inh: -11

What do the screens show for `C/C(=C\COc1cc(=O)[nH]c2ccccc12)CCC(O)C(C)(C)O` (configuration not stated)?
CHOP UPR activ: -0.9; UPR XBP1 act: -2; tim10-1 inh: 15; TIM10 inh: 1; APJ antag: 6; APJ ag: -4; tim23-1 inh: -11; CXCR6 inh: 7; Mdm2-MdmX inh: 23

What do the screens show for `Cc1ccc(S(=O)(=O)N2CCN(S(=O)(=O)c3cccs3)CC2)cc1`?
CHOP UPR activ: 1.2; UPR XBP1 act: 0; tim10-1 inh: 10; TIM10 inh: 3; APJ antag: 6; APJ ag: 8; tim23-1 inh: 11; CXCR6 inh: -10; Mdm2-MdmX inh: 2

How did CCN(CC)S(=O)(=O)c1cccc(NC(=O)/C=C/c2ccc([N+](=O)[O-])cc2)c1 do in these assays?
CHOP UPR activ: 6.0; UPR XBP1 act: 1; tim10-1 inh: 11; TIM10 inh: -1; APJ antag: 6; APJ ag: 2; tim23-1 inh: 15; CXCR6 inh: 0; Mdm2-MdmX inh: 7

How did CC(=O)Nc1c(C#N)c(C(C)(C)C)cn1C do in these assays?
CHOP UPR activ: -0.9; UPR XBP1 act: -3; tim10-1 inh: 0; TIM10 inh: -4; APJ antag: 3; APJ ag: 6; tim23-1 inh: -8; CXCR6 inh: -10; Mdm2-MdmX inh: -10

How did Cc1ccc(NCc2nnc(SCC#N)o2)c(C)c1 do in these assays?
CHOP UPR activ: -0.1; UPR XBP1 act: 3; tim10-1 inh: 7; TIM10 inh: 6; APJ antag: 7; APJ ag: 0; tim23-1 inh: 19; CXCR6 inh: -1; Mdm2-MdmX inh: 8

Results for COC(=O)[C@]1(Cc2ccccc2)N[C@H](CN(C)S(=O)(=O)c2ccc(F)cc2)[C@@H]2C(=O)N(Cc3ccccc3)C(=O)[C@@H]21 ?
CHOP UPR activ: 4.2; UPR XBP1 act: -1; tim10-1 inh: 6; TIM10 inh: 16; APJ antag: 25; APJ ag: -5; tim23-1 inh: 17; CXCR6 inh: 12; Mdm2-MdmX inh: 3

What do the screens show for `COc1ccc(CC(=O)N[C@@H]2c3ccccc3CC[C@H]2OCc2ccccc2)cc1`?
CHOP UPR activ: 3.0; UPR XBP1 act: 4; tim10-1 inh: 15; TIM10 inh: -12; tim23-1 inh: 40; CXCR6 inh: 4; Mdm2-MdmX inh: 7

What do the screens show for `COc1ccc(CCNc2ncnc3[nH]ncc23)cc1OC`?
CHOP UPR activ: 0.7; UPR XBP1 act: -2; tim10-1 inh: 13; TIM10 inh: -2; APJ antag: 17; APJ ag: 0; tim23-1 inh: 11; CXCR6 inh: 8; Mdm2-MdmX inh: -10

How did CCc1ccc2[nH]c(=O)c(CN(Cc3ccco3)S(=O)(=O)c3ccc4c(c3)OCCO4)cc2c1 do in these assays?
CHOP UPR activ: -2.5; UPR XBP1 act: 0; tim10-1 inh: 0; TIM10 inh: -11; APJ antag: 6; APJ ag: 0; tim23-1 inh: -4; CXCR6 inh: -1; Mdm2-MdmX inh: -17

What do the screens show for `O=C(CSc1c2c(nc3ccccc13)CCC2)N1CCCC1`?
CHOP UPR activ: 1.1; UPR XBP1 act: -2; tim10-1 inh: 24; TIM10 inh: 4; APJ antag: -1; APJ ag: -5; tim23-1 inh: 5; CXCR6 inh: 3; Mdm2-MdmX inh: 4

Results for O=C(NC1CCCCC1)N1CCSC1=Nc1ccccc1 ?
CHOP UPR activ: -0.6; UPR XBP1 act: -2; tim10-1 inh: 19; TIM10 inh: 21; APJ antag: -3; APJ ag: 2; tim23-1 inh: 11; CXCR6 inh: 10; Mdm2-MdmX inh: 19
